Bioassay records (PubChem)
Yfh1-off respiration – enhancers of respiration in Yfh1-depleted yeast, dose response, Friedreich's ataxia, plus single-dose screen (AID 1465). 220,000 compounds, 0.074% hits. S. cerevisiae Yfh1-off respiration, WST-1 reduction, 72 h; higher fold induction means a stronger effect. fold induction at 50 µM, or EC50 in µM where a hit was titrated;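 active = fold induction of absorbance versus untreated yeast above a set limit, then at least 30% activation at any dose in follow-up; inconclusive = repeats straddling the limit, or above it without dose testing; inactive = fold induction below the set limit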;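 also: activators that raise dye reduction in frataxin-depleted yeast; strong numbers were not always called active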
WT yeast gro inh – growth inhibition of WT yeast, mitochondrial fusion screen; mitochondrial fusion phenotypic screen, WT strain; inhibition, % at 10 µM; 190,000 compounds, 2.1% hits; in the data active = inhibition above about 58%; tested in S. cerevisiae
Autophagy mod – alters autophagy in cells | 190,000 compounds, 0.98% hits | MEF GFP-LC3 puncta imaging; test concentration mostly 10 µM | calls only at 10 µM (by protocol) | AID 463193;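 active = percentage of spot-positive cells more than 3 SD above its plate mean, without a fluorescence outlier flag or 80% toxicity; inconclusive = no clear call, values can overlap the other calls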;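 also: spot-positive cell cutoff set from DMSO-treated cells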
PMI inhibitors – MPI enzyme activity inhibition – biochemical, fluorescence intensity, coupled assay, primary screen (AID 1209); purified PMI enzyme, coupled fluorescence intensity; higher % means a stronger effect; inhibition, % at 20 µM; hits with a dose series show IC50 in µM; 190,000 compounds, 0.42% hits;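 also: plate controls were DMSO vehicle for no effect and wells lacking substrate for full effect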
PMI inhibition – MPI inhibition at elevated mannose 6-phosphate – biochemical, fluorescence intensity, high mannose 6-phosphate, primary screen (AID 1220); recombinant PMI enzyme, coupled fluorescence intensity; higher % means a stronger effect; inhibition, % at 20 µM, or IC50 in µM where a hit was titrated; 190,000 compounds, 0.66% hits
bCat nuc transl – beta-catenin nuclear translocation modulation | AID 1665 | HeLa beta-catenin nuclear translocation, immunofluorescence imaging | nuclear translocation activity, % at 5 µM | 190,000 compounds, 0.3% hits;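 active = nuclear translocation activity above 50% at 5 µM, with a well cell count of 50 or more; inconclusive = wells under 50 cells across six images, flagged as toxic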;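 also: per-cell ratio of nuclear to cytoplasmic median beta-catenin stain intensity; plate controls were DMSO negative control for no effect and GSK-3 inhibitor IX positive control for full effect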
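Test system: HeLa cells, endogenous beta-catenin; Compound: single 5 µM dose plus 0.02–20 µM confirmation series; Times: compound exposure 24 h at 37°C; Signal: fluorescence imaging of beta-catenin antibody stain plus DAPI; Read-out: % activation, nuclear-to-cytoplasmic median beta-catenin signal ratio per cell.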
MT stabilizer – stabilizes microtubules in HeLa cells; HeLa tubulin immunostaining HCS, 24 h; share of cells brighter than vehicle mean+2SD; % tubulin-high responders, % at 10 µM; 200,000 compounds, 0.83% hits;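 active = plate Z-score above 3 for both tubulin-high and condensed-nucleus cell shares, with cell loss under 80%, at 10 µM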;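 also: anti alpha tubulin signal scored within the nucleus-defined area of each cell; some results filed as inactive read as strong as hits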
Dynein transport – dynein cargo transport inhibition. 3617.4 mouse cells, GR-EGFP nuclear translocation imaging; test concentration mostly 20 µM; stimulated with dexamethasone, 1 µM; hits give low values. z-score, hits read low. 220,000 compounds, 0.47% hits;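 active = plate z-score of nuclear minus cytoplasmic receptor signal below a set negative limit, without overly bright fluorescence or cell loss, cut at about -3.5 in these data, passing the limit was not always enough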;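 also: z-score of nuclear minus cytoplasmic ring GR-EGFP intensity difference per well; some compounds called inactive have numbers as strong as hits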
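Buffer or medium: tet-free, stripped-serum medium; Also added: dexamethasone, 1.0 µM final; Technique: high-content fluorescence imaging after fixation; Times: 48 h induction, 1 h compound, 30 min dex at 37 °C; Read-out: per-cell GR-EGFP intensity, nucleus versus surrounding cytoplasmic ring, well-averaged.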
Ins promoter up – MIN6 insulin promoter up-regulation; MIN6 insulin promoter-GFP reporter, high-content imaging; hits give high values; z-score at 5 µM; 190,000 compounds, 0.3% hits;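 active = z-score above 3 at 5 µM with at least 500 cells counted in the well; inconclusive = wells under 500 cells, flagged as cytotoxic or low count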
WT yeast gro inh mutant strain – further read-out of WT yeast gro inh, marked with its call; inhibition, %; mitochondrial fusion phenotypic screen, mutant strain inhibition
Dynein transport cytoplasmic EGFP – second read-out of Dynein transport, no call of its own (marks repeat the call); z-score; measured here: cytoplasmic GR-EGFP intensity; hits give high values
Dynein transport nuclear GR-EGFP – also measured in Dynein transport; calls as there; z-score; measured here: nuclear GR-EGFP intensity;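 lower value marks the stronger effect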
Dynein transport cell count – also measured in Dynein transport; calls as there; z-score; measured here: cell count per field
Ins promoter up cell count – recorded beside Ins promoter up, whose call it bears; cell count; measured here: cytotoxicity, nuclei count;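 total cells summed across four imaged fields per well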
bCat nuc transl cell count 5 µM – also measured in bCat nuc transl; calls as there; cell count; measured here: cell count, cytotoxicity flag
MT stabilizer Hoechst-high % – also measured in MT stabilizer; calls as there; % Hoechst-high responders; measured here: nuclear condensation Hoechst responders;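 share of cells brighter than vehicle mean plus two SD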
MT stabilizer cytotoxicity % – recorded beside MT stabilizer, whose call it bears; toxicity, %; measured here: cytotoxicity by cell density;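 0% = mean cell density of plate MIN control wells and 100% = no cells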
Autophagy mod cell loss 18 h – second read-out of Autophagy mod, no call of its own (marks repeat the call); toxicity, %; measured here: cell loss, nuclei count;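 cell loss after 18 h compound exposure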
Numbers without * were called inactive; i = inactive; ? = inconclusive; / = no result given. Rule as the data show it, unless noted: active = inhibition above about 50%; inactive = the rest. An unsorted share of the library; 5% or so of the library scored in one or more.

SMILES	Yfh1-off respiration	WT yeast gro inh	WT yeast gro inh mutant strain	Autophagy mod	Autophagy mod cell loss 18 h	PMI inhibitors	PMI inhibition	bCat nuc transl	bCat nuc transl cell count 5 µM	MT stabilizer	MT stabilizer Hoechst-high %	MT stabilizer cytotoxicity %	Dynein transport	Dynein transport cytoplasmic EGFP	Dynein transport nuclear GR-EGFP	Dynein transport cell count	Ins promoter up	Ins promoter up cell count
C/C(CCN1CCc2nc(-c3ccccc3)c(-c3ccccc3)cc2C1)=N\O[C@H](C)c1cn([C@H](CO)Cc2ccccc2)nn1	/	8	-18	i	14	-30%	-31%	/	/	3.3	3.3	11	0.24	-0.29	0.41	0.57	-0.41	1096
Cc1cc(-c2ccc(Br)s2)nc(-n2cccc2)n1	i	33	13	i	-2	-52%	-44%	-4.8	1087	2.7	2.3	7.6	-0.13	-0.3	0.52	-0.56	-0.75	1589
CN(Cc1cccs1)c1ncnc2sccc12	i	-12	-23	i	8	-5%	-7%	0.1	1007	4.2	1.6	5.7	-0.34	-0.2	0.022	1.8	-0.22	1682
COc1cccc(-c2ccc(=O)n(CC(=O)NCCN3CCOCC3)n2)c1	i	9	10	i	-4	-4%	-2%	0.7	1177	3.8	1.4	5.8	-1.4	-0.23	-0.79	1.1	/	/
Cc1ccc(Cl)cc1NC(=O)c1ccccc1OCC(=O)Nc1ccc(Cl)cc1	i	1	-26	i	2	4%	-8%	-2.3	1142	5.2	4.3	4.2	-0.15	-0.3	-0.074	0.55	-0.78	1234
O=C(NCc1ccc(F)cc1)c1noc2c1CCCCC2	i	-10	-9	i	1	12%	10%	/	/	2.8	1.4	2.7	-0.89	-0.22	-0.016	0.77	-0.39	1292
NS(=O)(=O)c1ccc(CCn2c(=S)[nH]c3ccc(F)cc3c2=O)cc1	i	-34	7	i	2	2%	4%	-2.1	1127	1.9	2.2	0.3	-0.36	-0.16	-0.39	0.16	0.25	1488
Cc1ccc(S(=O)(=O)/N=C2/NC(=O)/C(=C/c3ccccn3)S2)cc1	i	-4	1	i	-2	5%	0%	-2.9	1055	2.2	1.6	8.3	-0.43	-0.25	-0.36	0.84	-0.61	1309
CCOc1nsc(OCC)n1	i	/	/	/	/	/	/	-0.9	1366	/	/	/	0.49	-0.26	0.088	-0.38	0.7	1121
C=C(C)Cn1c(CNC(C)=O)nc2ccccc21	i	6	2	i	-8	-2%	-2%	-2.0	1071	1.6	1.7	7.4	-0.7	-0.17	-0.15	0.35	-0.04	1164
CC(C(=O)N1CCOCC1)n1cc([N+](=O)[O-])cn1 (stereo unspecified)	i	9	12	i	5	-2%	-8%	2.8	1046	4.6	1.4	6.6	3	-0.14	2	-2	0.99	1153
CCOc1ccc(S(=O)(=O)N(CC(=O)NCC(F)(F)F)Cc2ccco2)cc1	i	1	-8	i	-17	-8%	-2%	-0.4	967	1.1	3.5	12	0.56	-0.29	-0.11	-0.4	0.05	1228
O=C(COC(=O)/C=C/c1ccc(S(=O)(=O)N2CCOCC2)cc1)NCc1ccc(F)cc1	i	-8	-25	i	0	9%	3%	-2.0	1031	2.5	2.3	2.0	-0.75	-0.16	-0.43	-0.094	0.05	1353
CC(=O)N1CCc2cc(S(=O)(=O)CCC(=O)Nc3cccc(F)c3)ccc21	i	-9	-9	i	2	-7%	-5%	-1.6	1232	2.8	1.8	5.7	-1.1	-0.28	-0.77	1.3	/	/
Cc1ccc(NC(=O)COC(=O)c2ccco2)cc1	i	-15	-2	i	-1	8%	8%	0.1	907	2.3	1.6	10	-0.71	-0.12	-0.27	-0.45	0.02	1540
Cc1ccccc1C(=O)NC1CCS(=O)(=O)C1 (stereo unspecified)	/	16	1	i	-1	14%	10%	0.1	971	4.5	2.3	5.1	1.8	0.23	1.5	-1	1.2	825
O=C1/C(=C/c2ccco2)N=C(N2CCCCC2)N1c1ccccc1	i	-12	-14	i	-5	-31%	-21%	-0.9	1023	4.5	2.5	2.4	0.089	-0.26	0.031	-0.055	-0.32	1337
CO/N=C/c1c(C(=O)OC)nn(-c2ccccc2)c1Cl	i	6	5	i	19	1%	6%	0.4	1531	4.6	2.0	9.3	-0.29	-0.28	-0.024	0.41	-0.12	1452
CCn1c(CCNC(=O)c2ccc(Cl)cc2)nnc1SCC(=O)NC1CCCC1	i	-3	4	i	6	-2%	-10%	-0.4	988	2.4	1.9	1.3	-0.38	-0.27	-0.81	0.14	0	1350
O=C(NC1(C(F)(F)F)NC(=O)N(c2ccc(F)cc2)C1=O)c1cccs1 (stereo unspecified)	i	3	20	i	-5	5%	3%	-1.3	1010	2.2	2.0	6.6	0.83	-0.27	0.54	-0.073	/	/
O=C1CCCc2c1cc(C(=O)NCc1ccco1)c(=O)n2-c1ccc(Cl)cc1	i	4	-7	i	-2	16%	12%	-1.3	1062	2.0	1.7	10	0.3	-0.26	-0.57	0.88	0.44	1336
CCc1c(C)c2ccc(OCC(=O)OC)cc2oc1=O	i	9	2	i	8	10%	13%	0.7	1071	3.1	1.4	22	0.35	-0.21	0.32	-0.74	-1.1	1845
Cc1nn(C)c(C)c1Sc1ccccc1N	i	-7	12	i	-3	-1%	-6%	-1.0	1138	2.1	2.7	2.0	-0.17	-0.28	-0.43	-0.17	-0.97	1122
O=C(/C=C/c1ccc([N+](=O)[O-])cc1)NC1CC2CCC1C2 (stereo unspecified)	i	20	-3	i	-7	-5%	-5%	-0.5	1147	3.5	2.4	8.4	0.58	-0.24	0.2	-0.72	-0.65	1147
COc1ccc(NC(=S)N2CCc3ccccc3C2)cc1	i	4	-5	i	7	-6%	-6%	-1.7	1018	3.0	3.2	1.9	1	-0.25	0.67	-0.99	-0.68	1323
O=C1CS(=O)CN1c1ccc(Oc2ccccc2)cc1 (stereo unspecified)	i	-16	0	i	5	4%	2%	0.3	1569	2.2	0.8	2.5	-0.59	-0.27	-0.21	0.67	-0.08	1505
COCc1cc(CN2CCN(Cc3ccsc3)C(CCO)C2)ccc1OC (stereo unspecified)	i	0	-2	i	-1	/	/	-0.2	1590	2.5	1.9	7.4	-0.79	1.2	0.04	0.24	/	/
CCOc1ccc(C(=O)N/N=C(\c2ccccc2)c2ccccn2)cc1	?	69*	47*	i	10	-7%	-15%	2.3	793	1.8	0.5	21	0.088	-0.25	0.32	0.94	-1.4	888
COc1cccc(-c2nnc(NC(=O)c3ccc(S(=O)(=O)N4CCOCC4)cc3)o2)c1	i	-18	-10	i	6	-4%	-5%	2.2	1384	3.4	1.3	2.6	-0.22	-0.29	-0.029	-0.16	0.31	1388
O=C(N/N=C/C=C/c1ccco1)c1cccc([N+](=O)[O-])c1	i	-9	-7	i	-4	2%	38%	0.1	584	5.2	2.6	3.9	-0.74	-0.26	-0.57	0.59	0.53	1238
Cc1cccc(NC(=S)NCCCN2CCOCC2)c1	i	-35	16	i	-1	-11%	-8%	-1.3	1067	2.0	1.5	4.5	-0.04	-0.23	0.14	0.12	0.08	1366
CCOc1ccc(NC(=O)Nc2ccc3nsnc3c2)cc1	i	12	-6	i	-14	12%	28%	-0.3	1068	4.3	1.9	9.6	-0.62	-0.3	0.14	0.14	-0.11	1537
O=C(NNC1=NC2(CCCC2)Cc2ccccc21)c1cccnc1	i	-3	6	i	14	2%	0%	-1.0	1029	4.2	1.4	10	1.3	-0.19	0.84	-1	/	/
CCNS(=O)(=O)c1ccc(Br)c(OC)c1	i	-2	11	i	0	1%	-5%	/	/	2.1	2.0	8.6	-0.48	-0.13	-0.24	0.52	/	/
COc1ccc(CCNC(=O)CN2CCN(S(=O)(=O)c3ccc(Cl)cc3)CC2)cc1OC	i	-1	6	i	-10	12%	8%	-3.3	1135	1.2	1.1	2.3	0.48	0.13	0.67	-0.94	0.6	757
O=S(=O)(c1cccs1)N1CCN(S(=O)(=O)c2cccs2)CC1	i	-6	-4	i	8	14%	10%	0.2	1487	2.1	2.8	12	-0.62	-0.27	-0.15	0.048	-0.51	1592
COCCn1c(C)cc(/C=C2/NC(=O)N(Cc3ccc(C)cc3)C2=O)c1C	i	/	/	/	/	/	/	1.3	1297	/	/	/	-1.1	-0.24	0.076	0.87	-0.05	1071
CCN(CC)C(=O)CP(=O)(c1ccccc1)c1ccccc1	i	2	-14	i	9	-2%	12%	-1.0	873	1.7	1.6	7.4	-0.47	0.55	-0.066	0.065	0.59	1211
C[C@@H]1C=C[C@](Cc2ccccc2)(C(=O)NCC2CC2)N1C(=O)c1ccccc1	i	-3	-9	i	7	1%	5%	/	/	2.6	2.0	5.9	-0.66	-0.26	0.21	0.39	0.54	1208
CCOC(=O)c1nnc2c(Br)c(-c3ccccc3)nn2c1C	i	-3	-17	i	7	3%	17%	-0.6	533	1.1	1.5	2.8	0.61	-0.017	0.53	0.17	/	/

Laid out differently: entries from further up.
| structure | Yfh1-off respiration | WT yeast gro inh | WT yeast gro inh mutant strain | Autophagy mod | Autophagy mod cell loss 18 h | PMI inhibitors | PMI inhibition | bCat nuc transl | bCat nuc transl cell count 5 µM | MT stabilizer | MT stabilizer Hoechst-high % | MT stabilizer cytotoxicity % | Dynein transport | Dynein transport cytoplasmic EGFP | Dynein transport nuclear GR-EGFP | Dynein transport cell count | Ins promoter up | Ins promoter up cell count |
| --- | --- | --- | --- | --- | --- | --- | --- | --- | --- | --- | --- | --- | --- | --- | --- | --- | --- | --- |
| CC(C(=O)N1CCOCC1)n1cc([N+](=O)[O-])cn1 (stereo unspecified) | i | 9 | 12 | i | 5 | -2% | -8% | 2.8 | 1046 | 4.6 | 1.4 | 6.6 | 3 | -0.14 | 2 | -2 | 0.99 | 1153 |
| CCOc1ccc(S(=O)(=O)N(CC(=O)NCC(F)(F)F)Cc2ccco2)cc1 | i | 1 | -8 | i | -17 | -8% | -2% | -0.4 | 967 | 1.1 | 3.5 | 12 | 0.56 | -0.29 | -0.11 | -0.4 | 0.05 | 1228 |
